TSHR antagonist: blocks TSH signaling through the human TSH receptor | P16473 | TSHR-expressing cells, TSH-stimulated cAMP HTRF, 2 h; active compounds read low | activity change, negative = inhibition, % at 11.5 µM | 330,000 compounds, 0.2% hits;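 active means activity change below a set negative limit, meaning inhibition stronger than a set level, cut at about -70% in these data; inconclusive means activity change between two set negative limits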; further: on the % scale 0 is the no-effect control and ±100 the full control effect
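Competitive HTRF cAMP read-out (cryptate anti-cAMP antibody, cAMP-d2; 30 min, room temperature) in freshly harvested TSHR cells. Compounds added before TSH at EC80 (4nM final), followed by 2 hours' incubation at 37 deg C.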
Chronic BCR inh: chronic active BCR signaling inhibition | ABC-DLBCL IkBa-CBG/CBR reporter, luminescence ratio, 4 h | Potency, µM (series often up to 46.1 µM), for the others: top-dose ratio change, negative = lower green/red ratio, usual class: inhibitors | 340,000 compounds, 0.05% hits | AID 493014; active means well fitted inhibition curve with a large enough effect in the signal ratio, with a control signal flat, not every such curve was filed as active; inconclusive means small, poorly fitted or top-dose-only effect, or effect the other way, or a change in a side signal; the % refers to the signal ratio;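 further: potency means the concentration at half of the fitted maximal effect; plate controls were basal doxycycline-induced cells for no effect and cells given 10 µM MG132 for full effect; MG132 reads +100%, hits lower the ratio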
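Cell line TMD8 (human ABC DLBCL), stably expressing tet-inducible CBG68-IkBa fusion and CBR; IMDM/0.5% FBS; cpd up to 46 uM; dox induction, 4 h, 37C/5% CO2; dual luminescence; green/red ratio; MG132 control.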
hERG WT inh: blocks the wildtype human KCNH2 potassium channel; Q12809; U2OS, BacMam KCNH2, thallium flux FluxOr; active compounds read low; activity change, % at 1.84 µM; 340,000 compounds, 0.37% hits; AID 720551;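 active means maximum activity change below -70%; inconclusive means maximum activity change between -70% and -50%; inactive means maximum activity change above -50%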; further: on the % scale 0 is the no-effect control and ±100 the full control effect
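U2OS cells were transduced with wild-type KCNH2 virus (2.03 x 10^8 / mL) for 4 h at room temperature, then cultured overnight at 37 C. Thallium flux was read with FluxOr dye. Rate constants were normalized to DMSO controls.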
ASM inhibitor: inhibitors of human secretory acid sphingomyelinase. P17405. placental ASM, HMU-PC fluorogenic substrate, 60 min. Potency, µM (top dose mostly 57.5 µM), for inactives: at the top dose activity change, negative = inhibition, most hits filed as inhibitors. 340,000 compounds, 0.006% hits; further: potency means the concentration at half of the fitted maximal effect
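HMU-PC0 cleavage (9 uM final) by human placental ASM, 60 min at 37 °C following 10 min compound exposure at RT; stopped at pH 10, fluorescence Ex 386/Em 447 nm.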
Menin MLL FP TR: inhibitors of human menin-MLL interaction, mutant MLL peptide. O00255. Menin + Texas Red MLL mutant peptide, fluorescence polarization. Potency, µM (top dose mostly 61.6 µM), for the others: top-dose FP activity change, negative = inhibition, actives largely listed as inhibitors. 270,000 compounds, 0.23% hits. AID 1768; active means well fitted inhibition curve with a large enough effect in the polarisation, with a control signal flat, not every such curve was filed as active; inconclusive means small, poorly fitted or top-dose-only effect, or effect the other way, or a change in a side signal; inactive means no such curve, though single readings can be large or run the other way; the % refers to the polarisation; further: potency means the concentration at half of the fitted maximal effect; % of control where 0% means no effect; many of its hits are not listed in these tables
Target sequence (O00255 whole entry, looked up): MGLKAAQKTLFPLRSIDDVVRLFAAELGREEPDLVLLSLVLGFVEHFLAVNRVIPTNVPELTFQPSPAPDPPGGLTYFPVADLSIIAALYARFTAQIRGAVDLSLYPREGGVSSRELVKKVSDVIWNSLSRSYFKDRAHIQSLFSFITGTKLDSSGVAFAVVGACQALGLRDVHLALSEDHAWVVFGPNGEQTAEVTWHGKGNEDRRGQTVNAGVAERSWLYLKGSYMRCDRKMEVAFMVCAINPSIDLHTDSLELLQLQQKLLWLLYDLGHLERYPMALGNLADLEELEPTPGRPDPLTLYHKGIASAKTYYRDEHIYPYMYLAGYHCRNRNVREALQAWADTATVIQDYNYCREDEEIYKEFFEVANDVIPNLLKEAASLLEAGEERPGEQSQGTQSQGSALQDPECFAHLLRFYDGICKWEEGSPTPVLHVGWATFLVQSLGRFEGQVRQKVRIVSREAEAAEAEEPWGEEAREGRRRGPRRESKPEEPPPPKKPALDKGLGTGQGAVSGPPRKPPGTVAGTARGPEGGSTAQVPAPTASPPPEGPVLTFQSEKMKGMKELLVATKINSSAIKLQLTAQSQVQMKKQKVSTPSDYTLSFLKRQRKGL
MBNL1-CUG inh: MBNL1-poly(CUG) RNA binding inhibition; Q9NR56; TR-FRET MBNL1-His/biotin-(CUG)12 binding, 665/545 ratio; Potency, µM (highest dose often 57.5 µM), for the others: top-dose activity change, negative = inhibition, actives largely listed as inhibitors; 280,000 compounds, 0.036% hits; AID 2675; active means well fitted inhibition curve with a large enough effect in the signal ratio, with a control signal flat, not every such curve was filed as active; inconclusive means small, poorly fitted or top-dose-only effect, or effect the other way, or a change in a side signal; inactive means no such curve, though single readings can be large or run the other way; the % refers to the signal ratio; further: potency means the concentration at half of the fitted maximal effect; on the % scale 0 is the no-effect control and ±100 the full control effect
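MBNL1-His + Biotin-(CUG)12, cpd titration 92 nM–58 uM; Tb anti-His Ab 0.055 ng/ul, SA-XL665 5 nM (final); 60 min RT; ratiometric 665/545 nm, Ex 340 nm; normalized to buffer and full-complex controls.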
Eya2 inh: Eya2 (human) phosphatase inhibition. recombinant Eya2, OMFP fluorescence dephosphorylation (OMFP is methylfluorescein phosphate). Potency, µM (titrated, usually from 76.9 µM), for inactives: top-dose activity, negative = inhibition, actives largely listed as inhibitors. 330,000 compounds, 0.006% hits. AID 488837; further: potency means the concentration at half of the fitted maximal effect; on the % scale 0 is the no-effect control and ±100 the full control effect
Target sequence (O00167 whole entry, looked up): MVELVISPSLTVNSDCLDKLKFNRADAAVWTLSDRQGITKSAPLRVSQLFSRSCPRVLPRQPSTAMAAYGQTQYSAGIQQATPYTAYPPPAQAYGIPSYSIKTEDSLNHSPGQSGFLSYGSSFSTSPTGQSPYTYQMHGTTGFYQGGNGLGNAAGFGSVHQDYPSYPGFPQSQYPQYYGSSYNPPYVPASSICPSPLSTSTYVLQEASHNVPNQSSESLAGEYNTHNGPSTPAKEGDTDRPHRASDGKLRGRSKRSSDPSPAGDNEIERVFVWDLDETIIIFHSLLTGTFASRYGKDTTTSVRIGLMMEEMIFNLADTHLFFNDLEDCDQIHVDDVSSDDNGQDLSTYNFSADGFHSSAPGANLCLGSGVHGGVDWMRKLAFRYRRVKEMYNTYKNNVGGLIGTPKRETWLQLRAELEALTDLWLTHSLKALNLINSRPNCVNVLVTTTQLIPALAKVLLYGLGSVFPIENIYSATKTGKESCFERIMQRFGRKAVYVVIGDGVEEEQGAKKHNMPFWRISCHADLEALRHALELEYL
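Eya2 (0.2 uM) preincubated 10 min at ambient with compound, then OMFP substrate added at 50 uM; 10 min reaction in 50 mM HEPES pH 7.5, 50 mM NaCl, 5 uM MgCl2, 0.05% BSA, 1 mM DTT. Fluorescence read at Ex 485/Em 525 nm.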
Mito fusion yeast: blocks mitochondrial division or promotes mitochondrial fusion; S. cerevisiae fusion-defective mutant growth rescue, CellTiterGlo 48 h; Potency, µM (top dose mostly 46.1 µM), inactives show top-dose growth rescue (activation), hits mostly activators; 320,000 compounds, 0.23% hits; AID 485298;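 further: potency means the concentration at half of the fitted maximal effect; % of control where 0% means no effect; nearly all actives have a fitted effect of over 45% in size; temperature-sensitive fusion mutants such as fzo1-1 at 37 °C on non-fermentable ethanol glycerol medium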
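Temperature-sensitive fusion-defective S. cerevisiae (e.g. fzo1-1, mgm1-5) were grown with compound in YPEG medium (3% ethanol, 3% glycerol) for 48 hours at 37C. Growth rescue was measured as viability by CellTiterGlo luminescence after 10 minutes at ambient.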
GALK inhibitor: galactokinase (human) inhibition | AID 1868 | Potency, µM (titrated, usually from 57.5 µM), without a hit: at the top dose activity change, negative = inhibition, actives largely listed as inhibitors | P51570 | Purified GALK, Kinase-Glo residual ATP luminescence | 270,000 compounds, 0.007% hits; further: potency means the concentration at half of the fitted maximal effect; on the % scale 0 is the no-effect control and ±100 the full control effect
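Quantitative HTS: GALK 5 nM, ATP 35 uM, galactose 100 uM, 1 h room temperature, then luciferase-based ATP detection.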
USP2a block: inhibitors of human ubiquitin-specific protease USP2a | USP2 core, Ub-CHOP2 coupled fluorogenic reporter, 485/531 | Potency, µM (highest dose often 38.3 µM), inactives show at the top dose activity change, negative = inhibition, most hits filed as inhibitors | 330,000 compounds, 0.01% hits | AID 463254;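 further: potency means the concentration at half of the fitted maximal effect; plate controls were DMSO wells for no effect and full inhibition by NEM control for full effect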
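USP2 core (10nM final) preincubated 30min RT with compound in 20mM Tris-HCl pH 8.0, 2mM CaCl2, 2mM beta-mercaptoethanol, 0.05% CHAPS; 25nM Ub-CHOP2 plus 25nM reporter substrate added, fluorescence (Ex485/Em531) read after 60min.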
PKM2 activator: increases activity of human pyruvate kinase M2; purified PKM2, Kinase-Glo ATP luminescence, activation; response scale: 0% is enzyme alone, no compound; AID 1631; Potency, µM (top dose mostly 57.5 µM), for inactives: at the highest dose activation, hits mostly activators; 260,000 compounds, 0.34% hits; P14618; further: potency means the concentration at half of the fitted maximal effect; on the % scale 0 is the no-effect control and ±100 the full control effect; nearly all actives have a fitted effect of over 55% in size
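hPK-M2, >95% pure; 0.1 mM ADP / 0.5 mM PEP final; imidazole pH7.2 buffer w/ 7 mM MgCl2, 50 mM KCl; 1 h RT; Kinase-Glo lum. Intermediate enzyme activity for dual inhibitor/activator qHTS.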
An asterisk follows results filed as active; ? = inconclusive; . = not tested or not shown; [ ] = remark or other dose. Unless noted, the call rests on the fitted dose curve; in most records, active means well fitted curve in the direction sought with a large enough effect; inconclusive means small, poorly fitted or top-dose-only effect, or another doubt; inactive means no such curve, though single readings can be large; an effect the other way counts as inactive or inconclusive. The list is partial (hit frequency here may not be typical).

SMILES	TSHR antagonist	Chronic BCR inh	hERG WT inh	ASM inhibitor	Menin MLL FP TR	MBNL1-CUG inh	Eya2 inh	Mito fusion yeast	GALK inhibitor	USP2a block	PKM2 activator
Cc1ccnc(NS(=O)(=O)c2ccc(NC(=O)CCOc3ccccc3)cc2)n1	-6	-9%	-6	4%	3%	0%	-3%	-1%	-6%	0%	1%
COc1ccc(-c2cc(C(=O)N3CCOCC3)no2)cc1	15	?	-6	26%	1%	0%	1%	3%	2%	4%	-15%
Cc1cccc(NC(=O)N2CCCCCC2)c1C	15	-2%	-15	0%	.	-1%	6%	-1%	-4%	-3%	-1%
CCOC(=O)c1nnn(-c2nonc2N)c1CNc1ccccc1	1	0%	-2	0%	-25%	-6%	3%	8%	0%	0%	5%
Cn1c(=O)c2sccc2n2c(CCCC(=O)N3CCCCC3)nnc12	28	3%	1	0%	.	1%	1%	2%	-5%	5%	.
O=C(Cc1ccccc1)NCCc1ccc(Cl)cc1Cl	-5	9%	-1	-1%	19%	.	-3%	13%	0%	-1%	-5%
COc1ccc(OC)c(C(=O)COC(=O)COc2ccccc2)c1	-3	-4%	16	1%	.	.	3%	.	.	1%	.
Cc1ccc(Cl)cc1NC(=O)C1CC(=O)Nc2ncnn21 (configuration not stated)	-4	0%	-9	1%	.	-19%	-2%	-7%	0%	5%	0%
COc1cccc(/C=C2\N=C(c3c(-c4ccccc4)noc3C)OC2=O)c1	1	-8%	-12	-1%	2%	-1%	-22%	-6%	-4%	-1%	1%
Cc1ccc(NC(=O)CN(C)c2ccc(S(=O)(=O)N3CCCC3)cn2)cc1	-12	-4%	1	6%	-4%	-18%	0%	7%	-2%	1%	-5%
COc1ccc2[nH]cc(CCn3ccc(=O)c(C)c3C)c2c1	-2	0%	5	2%	6%	-6%	7%	1%	1%	1%	-3%
Cc1ccc(OCC(O)CNS(=O)(=O)c2ccccc2C(=O)O)cc1 (configuration not stated)	4	0%	-4	2%	-1%	-3%	2%	1%	1%	-2%	3%
CCOc1ccccc1OCCCC(=O)N1CCN(S(=O)(=O)c2ccc(Cl)cc2)CC1	-6	1%	4	0%	.	.	1%	2%	.	0%	.
O=P(c1ccccc1)(c1ccccc1)c1ccc(O)cc1	-8	0%	-8	3%	5%	-9%	4%	-2%	5%	6%	0%
COc1ccc(/C=N/NC(=O)c2ccoc2C)cc1OC	0	?	-4	0%	0%	16%	-13%	-2%	1%	1%	-13%
Cc1cc(C)n(C(=O)N(c2ccccc2)c2ccccc2)n1	-3	0%	-17	1%	3%	-13%	7%	-2%	1%	3%	.
O=C(COc1ccccc1Cl)NNC(=O)C1CCCO1 (configuration not stated)	4	5%	4	15%	5%	-7%	-11%	-13%	0%	1%	-8%
Cc1c(/C=C/C(=O)c2ccccc2)cnn1C	8	?	-8	7%	26%	12%	6%	-3%	-2%	3%	-19%
Cc1[nH]c2ccc(C(=O)NCCCN3CCCCCC3)cc2c1C	4	-3%	8	-2%	.	0%	10%	-3%	-3%	-10%	.
CC(=O)c1ccc(S(=O)(=O)NCCC(=O)NC2CCN(Cc3ccccc3)CC2)cc1	3	-2%	15	5%	.	.	-1%	.	.	2%	.
N#Cc1cccc(NC(=O)Cn2cnc(S(=O)(=O)N3CCCCC3)c2)c1	-8	-3%	7	1%	16%	4%	5%	?	-2%	-2%	.
Cc1cc(C)nc(Nc2n[nH]c(COc3ccc(Cl)cc3)n2)n1	10	9%	-2	3%	-8%	3%	24%	-2%	0%	3%	0%
CCOC(=O)CN(Cc1sccc1C)C(=O)Nc1cccc(OC)c1	-7	-1%	-5	6%	1%	-16%	-6%	1%	-5%	0%	3%
Cc1n[nH]c(C)c1CCN(C)C(=O)C1CCC(=O)N(CC2CCCCC2)C1 (configuration not stated)	-4	8%	-13	.	.	2%	0%	1%	-5%	1%	-3%
O=C(Nc1cc(S(=O)(=O)Nc2ccccc2Cl)ccc1O)c1ccc(F)cc1F	-49	?	8	0%	.	.	-14%	.	.	-6%	.

(listing goes on)
SMILES	TSHR antagonist	Chronic BCR inh	hERG WT inh	ASM inhibitor	Menin MLL FP TR	MBNL1-CUG inh	Eya2 inh	Mito fusion yeast	GALK inhibitor	USP2a block	PKM2 activator
CNc1c(NS(=O)(=O)c2ccc(C(C)(C)C)cc2)c(=O)oc2ccccc12	-7	-6%	-5	1%	?	-1%	5%	3%	11%	0%	3%
CCOc1cc(S(=O)(=O)NCCc2ccccc2C)c(OCC)cc1-n1cnnn1	3	-3%	-15	-3%	0%	-7%	-1%	0%	5%	-4%	?
COC(=O)C(C)N(C#N)c1nc(NC(C)C)nc(SC)n1 (configuration not stated)	-14	21%	-14	-3%	7%	1%	12%	1%	0%	3%	4%
C/C(CC(=O)Nc1ccccn1)=N\NC(=O)Cc1cccc2ccccc12	-6	-1%	-6	1%	7%	-2%	-23%	-1%	0%	0%	5%
C=CCOc1ccc(/C=C/C(=O)OCC(=O)NCc2cccs2)cc1	-4	?	5	3%	.	.	-12%	-3%	.	1%	.
Cc1ccccc1N(CC(=O)NCCSc1ccccn1)S(=O)(=O)c1ccccc1	42	3%	-1	-1%	8%	-8%	0%	0%	1%	-5%	-15%
Cc1ccc2c(Cl)c(C(=O)Nc3cccnc3)sc2c1	23	1%	-13	2%	-10%	-10%	2%	27%	3%	-6%	-21%
COc1cc(/C=N/N2CCCCC2)cc(OC)c1O	-3	?	4	1%	?	7%	12%	-3%	.	1%	.
CCN(CC)C(=O)C1CCCN(c2ncnc3c2cnn3-c2cccc(C)c2)C1 (configuration not stated)	-13	?	0	-4%	-2%	14%	-10%[15.4 µM]	5%	-1%	-1%	-11%
Cc1csc(C(C)N(C)C(=O)c2ccc(OC3CCN(Cc4ccccn4)CC3)cc2)n1 (configuration not stated)	-4	-7%	-22	9%	.	-6%	0%	-4%	0%	1%	0%
CCOc1ccc(CCNC(=O)CN(C)S(=O)(=O)c2ccc3c(c2)CCC(=O)N3)cc1OCC	-3	1%	-4	5%	-7%	8%	-6%	-4%	-1%	1%	-4%
COc1ccc(/C=N/NC(=O)c2cc(-c3ccccc3)nc3ccccc23)cc1O	-9	?	2	-3%	?	-7%	-8%	-4%	-1%	1%	.
c1ccc(-n2nnnc2SCc2cccc(CSc3nnnn3-c3ccccc3)n2)cc1	-19	2%	4	-2%	13%	-2%	-6%	9%	0%	1%	6%
Cc1ccc(C(=O)NCCC(=O)N2CCCC2)cc1	-5	2%	-6	1%	8%	-8%	-6%	3%	0%	-1%	-4%
CCc1nnc(NC(=O)c2ccc(COc3ccc(C)cc3)o2)s1	-14	4%	0	-3%	5%	-2%	-1%	6%	2%	1%	9%
COc1ccc(CNCCC(c2ccccc2)C2CCOC(C)(C)C2)cc1 (configuration not stated)	1	-1%	7	-4%	?	-2%	-18%	-7%	0%	3%	-2%
CC1CCCN(CCOCCOc2ccc(Br)cc2Cl)C1 (configuration not stated)	0	1%	49	9%	-16%	-19%	-1%	9%	1%	3%	7%
COc1ccc(NC(=O)C2CCCN(S(C)(=O)=O)C2)c(OC)c1 (configuration not stated)	7	-10%	4	-2%	0%	-5%	-8%	3%	3%	-1%	-5%
Cc1cc(=O)[nH]c2sc(C(=O)N3c4ccccc4CC3C)c(N)c12 (configuration not stated)	-23	-4%	-6	1%	.	.	13%	.	.	2%	.
CN(C)c1ccc(/C=C(/NC(=O)c2ccccc2)C(=O)NCCCn2ccnc2)cc1	-19	1%	25	20%	.	?	1%	1%	0%	3%	.
Cc1cc(C)cc(OCC(=O)O/N=C(\N)c2ccccc2Cl)c1	-5	?	-5	1%	.	-1%	-3%	1%	4%	-1%	-3%
CCOc1ccc2[nH]c(=O)c(C(c3nnnn3Cc3ccco3)N3CCC(C)CC3)cc2c1 (configuration not stated)	-1	-1%	2	54%[activator]	11%	?	-6%	8%	0%	2%	16%
Cc1cccc(Cn2c(Sc3nc(C)cs3)nc3c2c(=O)[nH]c(=O)n3C)c1	-9	-1%	3	3%	-24%	-4%	18%	7%	-2%	0%	1%

Source: PubChem (National Center for Advancing Translational Sciences (NCATS))
